MITF primary = MITF inhibitors, primary screen, biochemical, AlphaScreen, human; inhibition, % at 2.6 µM; AID 1259374, 2018; AlphaScreen MITF homodimerization, bead proximity signal; hit rate 0.91% among 650,000; in the data active = inhibition above about 50%;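 note: 0% = vehicle wells with protein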
GPR151 activ = activators of human GPR151, primary screen, cell-based, PathHunter beta-arrestin, luminescence; G-protein coupled receptor 151 (Homo sapiens), Q8TDV0; PathHunter beta-arrestin GPR151 cells; activation, % at 11.2 µM; hit rate 1% among 650,000; AID 1508602, 2020; in the data active = activation above about 4.9%;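 note: 0% = median of compound wells and 100% = cells with positive control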
Target sequence (Q8TDV0 whole entry, looked up): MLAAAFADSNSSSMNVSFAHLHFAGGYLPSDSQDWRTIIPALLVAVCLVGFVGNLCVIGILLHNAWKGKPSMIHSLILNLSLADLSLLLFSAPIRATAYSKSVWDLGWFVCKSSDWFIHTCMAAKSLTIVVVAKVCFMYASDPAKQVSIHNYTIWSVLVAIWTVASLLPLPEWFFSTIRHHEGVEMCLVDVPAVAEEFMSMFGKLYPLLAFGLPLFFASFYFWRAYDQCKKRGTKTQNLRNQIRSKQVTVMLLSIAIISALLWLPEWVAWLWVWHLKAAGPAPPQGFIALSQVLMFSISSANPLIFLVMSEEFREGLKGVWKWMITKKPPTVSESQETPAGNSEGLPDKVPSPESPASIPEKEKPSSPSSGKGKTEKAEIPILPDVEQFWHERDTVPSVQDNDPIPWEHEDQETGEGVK
TEAD-YAP inh = TEAD-YAP interaction inhibition, primary screen, TEAD-YAP interaction inhibitor project, luminescence, HEK-TIYL cells. TEAD-Gal4/YAP UAS-luciferase luminescence. inhibition, % at 9.12 µM. hit rate 1.4% among 640,000. AID 1259422, 2018; in the data active = inhibition above about 32%;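 note: 0% = median of test compound wells and 100% = reference inhibitor wells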
FBW7 activator = FBW7 E3 ligase activators, primary screen, biochemical, AlphaScreen, human | F-box/WD repeat-containing protein 7 (Homo sapiens), Q969H0 | AlphaScreen FBW7–phospho-cyclin E peptide binding, activator screen | normalized activity (activation), % at 26.1 µM | hit rate 0.13% among 650,000 | AID 1259310, 2017; in the data active = normalized activity above about 1.9%;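 note: purified mutant Fbw7 with reduced substrate affinity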
Target sequence (Q969H0 whole entry, looked up): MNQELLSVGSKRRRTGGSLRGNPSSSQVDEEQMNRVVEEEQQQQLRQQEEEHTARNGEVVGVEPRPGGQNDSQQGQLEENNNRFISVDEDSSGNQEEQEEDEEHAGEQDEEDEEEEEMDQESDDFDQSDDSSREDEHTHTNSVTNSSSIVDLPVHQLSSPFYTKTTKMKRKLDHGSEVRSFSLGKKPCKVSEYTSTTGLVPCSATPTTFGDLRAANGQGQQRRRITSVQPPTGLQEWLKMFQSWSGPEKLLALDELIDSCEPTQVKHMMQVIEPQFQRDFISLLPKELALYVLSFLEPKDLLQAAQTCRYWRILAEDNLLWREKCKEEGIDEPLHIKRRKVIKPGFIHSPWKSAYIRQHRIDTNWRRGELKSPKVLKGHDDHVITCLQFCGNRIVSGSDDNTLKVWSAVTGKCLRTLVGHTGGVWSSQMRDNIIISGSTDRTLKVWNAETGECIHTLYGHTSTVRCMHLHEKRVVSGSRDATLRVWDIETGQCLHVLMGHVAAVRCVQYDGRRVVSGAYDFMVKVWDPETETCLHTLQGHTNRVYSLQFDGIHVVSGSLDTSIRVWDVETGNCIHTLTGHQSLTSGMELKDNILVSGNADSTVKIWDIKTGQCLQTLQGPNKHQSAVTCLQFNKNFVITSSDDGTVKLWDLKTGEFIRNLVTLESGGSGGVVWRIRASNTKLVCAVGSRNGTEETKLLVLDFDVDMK
Starred values were filed as active, the others as inactive; / = no result given; & = joins results of further samples. Outcome played no part in choosing rows; overall some 3.4% were active at least once.

item	structure	FBW7 activator	MITF primary	GPR151 activ	TEAD-YAP inh
1	CN1CCc2cc3c(cc2[C@H]1[C@@H]1C(=O)Oc2c1ccc1c2OCO1)OCO3	0.0	21	-0.7	/
2	CCCCNC(=O)c1ccc2c(c1)ncn2-c1ccc(F)c(F)c1	0.0	10	-1.0	-8
3	CCOC(=O)C1=C(N)OC2=C(C(=O)CCC2)C1c1ccc2c(c1)OCO2 (configuration not stated)	-0.1	-7	0.5	-10
4	CC(=O)Nc1ccc(N=Cc2nc(-c3ccc(C)cc3)oc2O)cc1	0.0	14	-0.3	2
5	O=C(Nc1ccc(-c2cn[nH]c2)cc1OCCOCc1ccccc1)C1COc2ccccc2O1 (configuration not stated)	0.3	33	0.5	-22
6	O=C1CCCN1CC1CCCN(c2nc3nonc3nc2N2CCCCC2)C1 (configuration not stated)	0.1	10	0.6	7
7	NC(=O)C1CCN(C2=NC(=O)/C(=C\C3=Cc4ccccc4OC3)S2)CC1	-0.2	-8	-1.4	-2
8	CCc1ccc2oc(-c3cccc(NC(=O)c4ccc(OC)c(Br)c4)c3)nc2c1	0.0	3	0.5	-6
9	OC(COc1ccc2ccccc2c1)CN1CCN(Cc2ccc3c(c2)OCO3)CC1 (configuration not stated)	-0.1	1	0.8	3
10	CC(C)CC(=O)Nc1ccccc1Oc1ccccc1	-0.1	-1	-0.3	-1
11	CCSc1nc2c(c(=O)n1CCOC)SCC2	0.0	5	-0.6	-3
12	Cc1ccc(S(=O)(=O)N(CC(=O)Nc2ccc(S(=O)(=O)N3CCCCC3)cc2)c2ccccc2)cc1	0.0	4	1.3	1
13	COc1cc(S(=O)(=O)N(C)C2CCCCC2)c(OC)cc1Cl	0.4	10	-0.2	2
14	CCN(CC)C(=O)C1CCCN(c2nc(Nc3cc(OC)c(OC)c(OC)c3)c3ncn(C(C)C)c3n2)C1 (configuration not stated)	-0.1	13	0.0	34*
15	COc1ccc(C[C@@H]2NC(=O)[C@H]3CN(C(=O)c4ccc(C)cc4)CCN3C2=O)cc1	-0.2	3	0.3	-3

Reprinted at random: two entries already listed.
item	structure	FBW7 activator	MITF primary	GPR151 activ	TEAD-YAP inh
8	CCc1ccc2oc(-c3cccc(NC(=O)c4ccc(OC)c(Br)c4)c3)nc2c1	0.0	3	0.5	-6
6	O=C1CCCN1CC1CCCN(c2nc3nonc3nc2N2CCCCC2)C1 (configuration not stated)	0.1	10	0.6	7

(next part)
item	structure	FBW7 activator	MITF primary	GPR151 activ	TEAD-YAP inh
16	O=S(=O)(NCCc1nnc2ccc(SCc3ccc(F)cc3)nn12)c1ccccc1	0.7	1	-0.2	-3
17	CCCNC(=O)c1ccc2nc(Br)sc2c1	0.1	10	-0.8	-21
18	COc1nonc1OCCCNc1cc(Cl)ccc1[N+](=O)[O-]	-0.1	18	0.2	7
19	Cn1c(=O)c2c(nc(N3CCCC3)n2CCCc2ccccc2)n(C)c1=O	-0.1	6	-1.0	5
20	Cc1ccc(C2CC(c3ccco3)=NN2S(C)(=O)=O)cc1 (configuration not stated)	0.0	-7	0.1	-10
21	Cc1ccc(NC(=O)OC(C)(C)C)cc1F	0.1	11	1.5	-3
22	Cc1cc(C)n2nc(SCc3ccccc3F)nc2n1	-0.2	-8	0.3	-41
23	CCCn1c(=O)c(C(=O)NCc2cccc(F)c2)c(O)c2ccccc21	0.2	-1	0.2	2
24	Cc1ccc(NC(=O)/C(C#N)=C(\N)C(Cl)(Cl)Cl)nc1	0.0	-11	0.2	-67
25	Cc1ncc(CO)c(/C=N/N=c2\sc3ccccc3n2C)c1O	0.0	9	0.5	-15
26	N#CCCSc1nnc(-c2cccnc2)n1-c1ccc(Br)cc1	-0.1	12	-1.9	-8
27	CC1(C)CC(=O)C2=C(C1)NC1=C(C(=O)CC(C)(C)C1)C21C(=O)Nc2ccccc21	-0.3	-2	-0.1	-1
28	CCCc1nnc(NC(=O)CCCOc2cccc(C)c2)s1	-0.1	-2	-0.1	0
29	N/C(=N\OC(=O)COc1ccc2ccccc2c1)c1ccc(Cl)cc1	-0.1	14	-0.3	2
30	CCc1oc(C(=O)NC2(c3ccccc3)CCCC2)cc1CN1CCOCC1	0.3	12	0.0	4

Continuation:
item	structure	FBW7 activator	MITF primary	GPR151 activ	TEAD-YAP inh
31	COc1ccc(CNC(=O)C2CCCN(C(=O)N3CC(C)Oc4ccc(C)cc43)C2)cc1 (configuration not stated)	0.2	1	-0.3	9
32	COc1ccc(C(=O)Nc2cc3cccc([N+](=O)[O-])c3oc2=O)c(Cl)c1	-0.1	0	0.4	4
33	Cc1cc(C)c(S(=O)(=O)N2CCOC2CNC(=O)C(=O)NCC(C)C)c(C)c1 (configuration not stated)	-0.2	3	0.3	10
34	Cc1sc(NC(=O)c2ccc(F)cc2)c(C#N)c1C	0.4	0	-0.2	-48
35	COCCNC(=O)C(=O)N/N=C/c1ccc(C(C)C)cc1	0.8	23	-0.9	-8
36	COc1cc(OC)cc(C(=O)N(CCCN(C)C)c2nc3c(F)cc(F)cc3s2)c1	0.0	-4	3.8	-8
37	CCSc1nnc(NC(=O)CSC2=NN3CCCC(=O)N=C3S2)s1	0.6	11	0.2	-4
38	CC(C)N(CCNc1nc(Nc2ccc3ncccc3c2)nc2c1ncn2C1CCCCC1)C(C)C	0.1	2	-0.4	9
39	O=c1[nH]c(O)c(C=NCCCNC2CCCCC2)c(=O)[nH]1	-0.1	16	-0.6	-14
40	CCc1nc2ccccc2c(=O)n1CCCCn1c(CC)nc2ccccc2c1=O	0.4	-33	1.7	-2
41	COC(=O)c1cccc(C(=O)Oc2ccc(Br)cc2)n1	-0.2	-1	0.9	0
42	CCOC(=O)c1sc(N)c(C#N)c1COC(=O)CN1C(=O)C2CCCCC2C1=O (configuration not stated)	0.0	-37	1.1	-4
43	Cc1c(C(=O)N2CCC(C(N)=O)CC2)sc2ncn(CC(=O)N3CCCCC3)c(=O)c12	0.0	4	1.5	2
44	CCCCCn1c(SCc2cccc(Cl)c2)nc2cc(C(=O)Nc3cccc(Cl)c3)ccc2c1=O	-0.1	17	3.2	5
45	CCN(CC)c1nc(Nc2ccc(N3CCOCC3)cc2)nc(N2CCOCC2)n1	0.0	5	-0.7	1

Other records follow:
item	structure	FBW7 activator	MITF primary	GPR151 activ	TEAD-YAP inh
46	Cc1nc2ccc(S(=O)(=O)NC(C(=O)NCc3cccs3)C(C)C)cc2s1 (configuration not stated)	0.0	16	0.5	5
47	Cc1ccc(NC(=O)/C(C#N)=C/c2ccc([N+](=O)[O-])cc2)cc1C	-0.1	1	0.9	8
48	CCc1ccccc1NS(=O)(=O)c1ccc2[nH]c(=O)ccc2c1	0.1	1	-0.9	8
49	COc1ccc(NC(=O)c2cc3nc(C4CC4)cc(C(F)(F)F)n3n2)cc1-n1cnnn1	0.1	-1	0.1	-9
50	O=C(CN1C(=O)c2ccccc2C1=O)Nc1ccccc1C(=O)N1CCCC1	0.0	2	0.1	-7
51	CC(C)C(NS(=O)(=O)c1cccs1)C(=O)N1CCN(c2ccccc2Cl)CC1 (configuration not stated)	0.1	11	-0.8	3
52	O=C(Cn1nc2c3ccccc3nc(C3CC3)n2c1=O)Nc1ccc(F)cc1	-0.1	10	1.6	1
53	O=C(Nc1ccccn1)c1n[nH]n(-c2ccccn2)c1=O	-0.5	16	-0.4	1
54	Cc1c(NS(=O)(=O)c2ccc(CN3C(=O)c4ccccc4C3=O)cc2)c(=O)n(-c2ccccc2)n1C	-0.2	-7	0.1	-2
55	O=C(CSc1nc2sc3c(c2c(=O)n1-c1ccccc1)CCC3)Nc1ccc(F)cc1	-0.1	-5	-1.2	5
56	COc1ccc(-c2cnn3c(NCc4ccccn4)ccnc23)cc1	0.1	9	-0.3	-27
57	CCOc1ccc(-c2ccc(NC(=O)c3c(OC)cccc3OC)cc2)nn1	0.4	99*	2.5	-5
58	COc1ccc2c(c1)N(C)/C(=c1/s/c(=C3/C(=O)N(C)C(=S)N3c3ccccc3)n(C3CCCCC3)c1=O)S2	0.0	10	1.7	9
59	COc1cc2c(cc1/C=C1/NC(=O)N(Cc3ccccc3Cl)C1=O)OCO2	-0.1	16	-0.5	-1
60	c1ccc(-c2cnc(NCc3ccncc3)nc2)cc1	-0.3	3	0.2	-22

4 of the compounds above, as labelled records.
[46] Cc1nc2ccc(S(=O)(=O)NC(C(=O)NCc3cccs3)C(C)C)cc2s1 (configuration not stated)
  FBW7 activator: 0.0	MITF primary: 16	GPR151 activ: 0.5	TEAD-YAP inh: 5
[51] CC(C)C(NS(=O)(=O)c1cccs1)C(=O)N1CCN(c2ccccc2Cl)CC1 (configuration not stated)
  FBW7 activator: 0.1	MITF primary: 11	GPR151 activ: -0.8	TEAD-YAP inh: 3
[60] c1ccc(-c2cnc(NCc3ccncc3)nc2)cc1
  FBW7 activator: -0.3	MITF primary: 3	GPR151 activ: 0.2	TEAD-YAP inh: -22
[59] COc1cc2c(cc1/C=C1/NC(=O)N(Cc3ccccc3Cl)C1=O)OCO2
  FBW7 activator: -0.1	MITF primary: 16	GPR151 activ: -0.5	TEAD-YAP inh: -1

Later entries
item	structure	FBW7 activator	MITF primary	GPR151 activ	TEAD-YAP inh
61	CCCc1ccc(C(=O)N2CCCC(c3c(S(C)(=O)=O)cnc4ncnn34)C2)o1 (configuration not stated)	-0.2	1	0.2	-14
62	COc1ccc(-n2ncc3c(Nc4cccc5c4CCCC5)ncnc32)cc1	-0.2	-4	0.7	47*
63	CCN1C(=O)/C(=C/c2ccc(OC)c(O)c2)NC1=S	-0.1	10	3.7	1
64	CC(C)=CCC/C(C)=C/CO/N=C1\C[C@@H](O)[C@@H](O)[C@@H]2[C@@H]3C(=O)N([C@@H](C)c4ccccc4)C(=O)[C@@H]3CC[C@H]12	0.0	9	0.0	/
65	Cc1ccc(C(=O)Nc2ncc(Cc3ccc(Br)cc3)s2)cc1	-0.1	-11	-0.6	-5
66	O=C(Cc1c(Cl)cccc1Cl)N1CCn2c(nnc2C2CC2)C1	0.1	1	0.4	6
67	COc1ccccc1NC(=O)C1=C(C)Nc2ncnn2C1c1ccc(SC)cc1 (configuration not stated)	0.0	9	2.4	11
68	COc1ccc(Br)c(C(=O)Nn2cnc3ccccc3c2=O)c1	0.5	12	0.9	4
69	Cc1c(C(=O)O)oc2ccc(S(=O)(=O)NCc3ccc4c(c3)OCO4)cc12	0.4	-4	0.0	-5
70	CCOC(=O)c1[nH]c(C)c(C(=O)N/N=C/C=C/c2ccc([N+](=O)[O-])o2)c1C	0.1	18	-1.0	2
71	COc1cc2ccccc2cc1C(=O)OCC(=O)NC12CC3CC(CC(C3)C1)C2	0.0	-11	-0.1	10
72	Cc1ccc(-n2cnc3cc(C(=O)NCc4ccccc4Cl)ccc32)c(C)c1	-0.1	0	0.7	5
73	Cc1nn(C(=O)C23CC4CC(CC(C4)C2)C3)c(C)c1Sc1ccc(Cl)cc1	0.1	4	0.2	1
74	CCS(=O)(=O)N(c1ccccc1Cl)S(=O)(=O)c1ccc(Cl)c([N+](=O)[O-])c1	-0.2	-3	1.1	11
75	COc1c(C)cccc1C(=O)NC(=S)Nc1ccc(CN2CCOCC2)cc1	0.5	11	-1.0	-4

(cont.)
item	structure	FBW7 activator	MITF primary	GPR151 activ	TEAD-YAP inh
76	CCCCC[C@H](CC(=O)O)C(=O)O	-0.1	16	3.9	5
77	CCc1nc2scc(-c3cccs3)c2c(=O)o1	0.4	9	-0.9	6
78	Cc1ccc(C)c(Cn2c(NCCNC(=O)CCCl)nc3c2c(=O)n(C)c(=O)n3C)c1	-0.1	11	0.5	10
79	Cc1csc(NC(=O)CSc2nnc(-c3cccnc3)n2Cc2ccccc2)n1	0.1	5	-0.6	3
80	CC[C@H]1OC(=O)C[C@@H](O)[C@H](C)[C@@H](O[C@@H]2O[C@H](C)[C@@H](O[C@H]3C[C@@](C)(O)[C@@H](O)[C@H](C)O3)[C@H](N(C)C)[C@H]2O)[C@@H](CC=O)C[C@@H](C)C(=O)/C=C/C(C)=C/[C@@H]1CO[C@@H]1O[C@H](C)[C@@H](O)[C@@H](OC)[C@H]1OC	0.0&0.3&0.0	0&18&-1	-0.2&0.4&0.9	5&1
81	CN(C)c1ccc(-c2cnc3c(NCC4CC4)nccn23)cc1	0.5	15	-0.4	-61
82	CCCCC(=O)N1c2ccc(OC)cc2C(=C2SC(C(=O)OCC)=C(C(=O)OCC)S2)C(=S)C1(C)C	-0.2	8	-1.6	3
83	COc1cc(OC)cc(C(=O)Nc2ccccc2SC)c1	0.4	19	-1.2	11
84	Cc1nc2sc(C(c3cccs3)N3CC(C)OC(C)C3)c(O)n2n1 (configuration not stated)	0.8	21	-1.1	-3
85	Clc1cnc2nc3c(cc2c1)CN(CCc1ccccc1)CC3	0.1	8	2.1	4
86	CCC(CC)NS(=O)(=O)Cc1ccccc1	0.0	17	0.1	11
87	Cc1nn(C)c(C)c1-c1ccc(C(=O)NCCN2CCOCC2)s1	-0.1	-1	-0.5	4
88	Cc1ccc(OCC(=O)Nc2ccccc2O)c(C)c1	0.1	-4	0.0	-65
89	COc1ccccc1-n1c(SCC(=O)NCc2ccccc2)nc2c(sc(=S)n2-c2ccccc2)c1=O	-0.1	2	1.2	3
90	Cc1ccc(N=c2oc3ccccc3cc2C(N)=O)cc1	-0.1	-1	-0.3	-1
91	CCC(=O)N1CCC(n2nnc3cc(C)ccc32)CC1	-0.2	2	0.7	-8
92	CSc1nccc(-c2cc(Cl)c3c(c2)CC(CNC(=O)c2ccoc2)O3)n1 (configuration not stated)	0.3	9	4.7	13
93	Cc1nnc(NC(=O)CS(=O)(=O)Cc2ccccc2)s1	0.3	9	-0.9	-3
